From PubChem BioAssay
CCR6 antagonist = blocks CCL20-driven beta-arrestin recruitment at human CCR6; CHO-K1 CCR6 PathHunter beta-arrestin, luminescence, CCL20-stimulated; 340,000 compounds, 0.49% hits; P51684; inhibition, % at 20 µM;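 active = compounds whose inhibition of the agonist-driven luminescence signal at 20 µM reaches about 50%, limit read from the data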;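 note: cells stimulated with CCL20 at 14 nM final; plate controls were DMSO with CCL20 for no effect and DMSO without agonist for full effect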
Target sequence (P51684 whole entry, looked up): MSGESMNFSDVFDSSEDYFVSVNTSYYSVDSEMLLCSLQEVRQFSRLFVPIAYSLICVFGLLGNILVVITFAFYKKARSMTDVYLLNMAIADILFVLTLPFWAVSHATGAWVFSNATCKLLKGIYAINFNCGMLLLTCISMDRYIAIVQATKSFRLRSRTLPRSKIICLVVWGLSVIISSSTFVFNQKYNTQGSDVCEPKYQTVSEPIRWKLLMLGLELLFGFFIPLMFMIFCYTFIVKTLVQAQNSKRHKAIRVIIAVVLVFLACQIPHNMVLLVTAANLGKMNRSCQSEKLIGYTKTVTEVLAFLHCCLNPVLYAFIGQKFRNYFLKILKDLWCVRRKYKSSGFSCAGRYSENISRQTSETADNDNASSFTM
APJ ag = agonists of human APJ apelin receptor. activation, % at 20 µM. 330,000 compounds, 0.11% hits. AID 2520. CHO-K1 APJ PathHunter beta-arrestin, luminescence; 0% DMSO wells, 100% apelin;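 active = activation more than six SD over the plate average, tested at 20 µM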;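 note: 0% = DMSO alone and 100% = apelin-13 at 10 nM; some results filed as inactive read as strong as hits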
Target sequence (P35414 whole entry, looked up): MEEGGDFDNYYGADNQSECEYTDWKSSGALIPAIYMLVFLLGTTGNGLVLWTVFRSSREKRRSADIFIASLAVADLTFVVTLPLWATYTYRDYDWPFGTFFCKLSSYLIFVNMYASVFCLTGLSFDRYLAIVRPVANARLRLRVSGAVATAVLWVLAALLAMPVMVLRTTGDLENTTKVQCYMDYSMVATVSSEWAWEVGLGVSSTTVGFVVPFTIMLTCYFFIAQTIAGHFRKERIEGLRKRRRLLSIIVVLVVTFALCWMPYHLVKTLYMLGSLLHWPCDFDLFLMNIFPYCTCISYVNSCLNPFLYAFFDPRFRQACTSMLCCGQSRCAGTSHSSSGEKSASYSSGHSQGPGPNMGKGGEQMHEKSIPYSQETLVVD
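Material: engineered CHO-K1 APJ arrestin reporter cells; amount: 1000 CHO-K1 reporter cells seeded per well; incubation: compound stimulation 90 min at 25 °C, detection 60 min; signal: luminescent beta-gal fragment complementation, chemiluminescent substrate; read-out basis: APJ agonist activity; controls: DMSO-only wells as negative, 10 nM Apelin-13 as positive control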
UPR XBP1 act = activators of adaptive arm of unfolded protein response (XBP1) | CHO-XBP1 luciferase reporter, IRE1-XBP1 UPR activation, luminescence; percent of tunicamycin response, DMSO as zero | activation, % at 20 µM | 330,000 compounds, 0.33% hits;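 active = versus positive control, 20 µM dose yields 30% or more activation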;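 note: 100% = tunicamycin at 10 µg/mL and 0% = DMSO only wells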
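Material: CHO-XBP1 cells stably carrying IRE1-XBP1-driven luciferase reporter | Medium: F12 with 10% serum | Compound dosing: 20 µM single concentration, DMSO 1% | Incubation: Overnight seeding at 37 °C, 6 h compound treatment at 37 °C | Detection: Steady-Glo luminescence read | Read-out basis: % activation of reporter signal versus tunicamycin and DMSO controls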
CXCR6 block = blocks human CXCR6 beta-arrestin recruitment; inhibition, % at 20 µM; O00574; CHO-K1 PathHunter CXCR6 beta-arrestin, luminescence; 360,000 compounds, 0.36% hits; in the data active = inhibition above about 34%, passing the limit was not always enough;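 note: antagonist mode with CXCL16 agonist at 10 nM final; 0% = 10 nM CXCL16 with DMSO and 100% = unstimulated wells without agonist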
Target sequence (O00574 whole entry, looked up): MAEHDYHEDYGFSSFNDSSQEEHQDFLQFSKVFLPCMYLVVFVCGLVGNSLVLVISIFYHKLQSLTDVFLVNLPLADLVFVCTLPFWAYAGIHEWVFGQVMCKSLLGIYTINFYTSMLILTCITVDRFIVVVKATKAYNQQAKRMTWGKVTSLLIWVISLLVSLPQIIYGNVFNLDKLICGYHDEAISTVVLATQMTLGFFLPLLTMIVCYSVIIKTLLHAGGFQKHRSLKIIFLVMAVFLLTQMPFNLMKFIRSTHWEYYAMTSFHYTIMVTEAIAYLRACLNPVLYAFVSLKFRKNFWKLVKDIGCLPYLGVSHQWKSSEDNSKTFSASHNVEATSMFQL
UPR CHOP act = activators of apoptotic arm of unfolded protein response (CHOP). CHO-CHOP luciferase reporter, UPR activation, luminescence; percent of tunicamycin response over DMSO baseline. activation, % at 10 µM. 330,000 compounds, 0.34% hits. AID 449763;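 active = at 10 µM dose, activation of 40% or more, normalized to positive control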;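 note: 100% = tunicamycin at 10 µg/mL and 0% = DMSO alone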
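Assay system: CHO cells with stable CHOP pathway luciferase reporter; Buffer or medium: F12 plus 10% serum; Times: 16-18 h cell attachment, then 6 h compound exposure, 37 °C; Signal: luciferase luminescence; Read-out basis: percent activation relative to tunicamycin control; Control set: tunicamycin high control, DMSO low control.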
tim23-1 inh = tim23-1 yeast growth inhibition; S. cerevisiae tim23-1 growth, BacTiter-Glo luminescence, 24 h; inhibition, % at 20 µM; 330,000 compounds, 1.3% hits;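 active = growth inhibition of the mutant yeast at or above 50%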;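 note: temperature-sensitive mutant grown at 25 °C; plate controls were DMSO-treated mutant yeast for no effect and medium wells lacking yeast for full effect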
EBI2 block = EBI2 (human) antagonism; P32249; EBI2 beta-arrestin recruitment, luminescence, 7a,25-OHC stimulated; inhibition, % at 5 µM; 360,000 compounds, 0.81% hits; AID 651636; in the data active = inhibition above about 38%;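 note: enzyme fragment complementation signal reports receptor beta-arrestin coupling in cells; 0% = agonist plus DMSO wells and 100% = wells without agonist; some results beyond the cut were filed as inactive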
Mdm2 MdmX PPI = disrupts the human Mdm2-MdmX interaction; O15151+Q00987; SaOS-2 split-luciferase Mdm2/MdmX complementation, luminescence; inhibition, % at 8 µM; 330,000 compounds, 3% hits; AID 485346;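 active = inhibition of at least 50% at 8 µM in the primary screen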
APJ antagonist = antagonists of human APJ apelin receptor. P35414. AID 2521. CHO-K1 APJ beta-arrestin complementation, luminescence. inhibition, % at 20 µM. 330,000 compounds, 0.32% hits;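 active = inhibition above about 40% at 20 µM, limit read from the data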;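 note: cells challenged with 10 nM apelin-13 agonist together with compound; plate controls were apelin-13 plus DMSO wells for no effect and DMSO wells lacking apelin-13 for full effect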
An asterisk follows results filed as active; / = not tested or not shown.

SMILES | CCR6 antagonist | APJ ag | UPR XBP1 act | CXCR6 block | UPR CHOP act | tim23-1 inh | EBI2 block | Mdm2 MdmX PPI | APJ antagonist
O=C(Cn1cccn1)N1CCCC(N2CCN(c3ccccc3F)CC2)C1 (stereo unspecified) | 1 | 4 | -1 | 0 | -0.3 | 14 | 12 | 17 | 0
N#Cc1nc(-c2ccc(OCc3ccccc3Cl)cc2)oc1NCCCn1ccnc1 | / | 0 | 11 | / | 3.7 | 35 | / | 39 | -8
CC(C)CCn1c(N2CCCC2)nc2c1c(=O)[nH]c(=O)n2C | 8 | -1 | -3 | -11 | 0.8 | 8 | -7 | 2 | 6
COc1ccccc1-n1c(SCC(=O)N2CCOCC2)nc2cccnc21 | 9 | -3 | 4 | -4 | -0.2 | 3 | -10 | 0 | 11
CC(C)(C)n1nc2c(c1NC(=O)COc1ccc3ccccc3c1)CS(=O)C2 (stereo unspecified) | 4 | -1 | -1 | -2 | -2.6 | 9 | 2 | -3 | -6
Cc1ccccc1NC(=O)CCn1c(=O)oc2ccccc21 | -2 | -1 | 0 | -6 | 1.2 | 15 | 2 | -10 | 29
Cc1nccn1-c1c([N+](=O)[O-])c(=O)n(C)c2ccccc12 | -2 | 1 | -3 | 2 | -2.0 | -10 | -12 | 9 | 11
Cc1nc2ccc(C(=O)N/N=C/c3ccccc3O)cc2[nH]1 | 1 | -1 | -2 | -5 | 5.1 | 2 | 4 | -3 | -43
Cc1cnc(C(=O)OCC(=O)N2CC(C)CC(C)C2)cn1 (stereo unspecified) | -4 | -2 | 2 | 2 | 2.3 | 14 | -1 | -12 | -12
COc1ccc(CC(=O)OCC(=O)NC(=O)Nc2ccccc2F)cc1 | -2 | -2 | 3 | 10 | -1.6 | 6 | -7 | -15 | 12
Cc1cc(=O)oc2ccc(OC(C)C(=O)O)cc12 (stereo unspecified) | 10 | -3 | 0 | -3 | -1.4 | 10 | -9 | 12 | -14
CCc1ccccc1N1C(=O)CC(Sc2nccc(C)n2)C1=O (stereo unspecified) | 3 | 0 | -2 | -2 | -0.7 | 4 | -6 | -25 | 3
CCCc1nn(-c2cc(Cl)ccc2OC)c2c1C(=O)CCC2 | -6 | -3 | -5 | -4 | 0.9 | 8 | 1 | 14 | 1
Nc1c(C(=O)Nn2cnnc2)cc([N+](=O)[O-])cc1[N+](=O)[O-] | / | 2 | 0 | / | 1.9 | -5 | / | -1 | -10
O=C(O)c1cn2c3c(ccc(Cl)c3c1=O)OCC2 | -15 | -5 | 1 | -1 | 2.7 | 14 | -5 | -30 | -1
CNC(=S)Nc1ccc(Br)cc1 | 14 | 0 | -1 | 2 | -1.4 | -1 | -1 | 3 | -4
O=C1c2cccnc2C(Nc2cccc(F)c2)N1Cc1ccco1 (stereo unspecified) | 5 | -3 | 1 | 0 | 1.4 | 9 | 1 | 14 | 3
CCOC1=NN(c2ccccc2)C(=O)/C1=C\N(C)C | 12 | -1 | -2 | 6 | -0.3 | -2 | -6 | 21 | -10
O=C(O)C1CCC(CNS(=O)(=O)c2ccc(Cl)cc2)CC1 (stereo unspecified) | 12 | -3 | 0 | -12 | -1.3 | 8 | -6 | 21 | 12
CC(=O)CCCCn1cnc2c1c(=O)n(C)c(=O)n2C | / | 0 | -2 | / | -0.6 | 12 | / | 1 | 8
COCCn1c(SCc2nc3ccccc3s2)nc2ccccc21 | 18 | -4 | 1 | 0 | 1.5 | 27 | 3 | -14 | 12
CC(C)CC(NS(=O)(=O)c1ccccc1S(=O)(=O)NC(CC(C)C)C(=O)O)C(=O)O (stereo unspecified) | -1 | 1 | -4 | -2 | -1.2 | 5 | -8 | 2 | -34
O=C(CSc1nc(C(F)(F)F)cc(=O)[nH]1)N1CCCC1 | -12 | 0 | 1 | -2 | -0.8 | -8 | 0 | 2 | -47
O=C(C1CCN(C2CCN(C/C=C/c3ccccc3)CC2)CC1)N1CCOCC1 | -9 | -1 | -3 | 1 | -0.1 | -21 | 11 | 5 | -12
CC(=O)c1ccc(N2Cc3ccccc3C2=NC(=O)c2cccs2)cc1 | 14 | -3 | 2 | 2 | 3.7 | 35 | 4 | -62 | 28
Cc1cccc(COc2ccccc2/C=N/Nc2ccc([N+](=O)[O-])cc2)c1 | 12 | -4 | -1 | 5 | 1.7 | 10 | 18 | 25 | -4
C=CCn1c(SCc2n[nH]c(=S)n2-c2ccccc2)nnc1-c1ccccc1 | -3 | -3 | -2 | -4 | 0.2 | -2 | 1 | -2 | 10
COc1ccccc1CNC(=O)c1cc(S(=O)(=O)N2CCOCC2)cn1C | 0 | 0 | 1 | -6 | 1.8 | 12 | -5 | 11 | 21
Cc1cc(/C=N/O)c(C)n1-c1ccccc1 | 11 | -1 | 2 | -3 | 0.7 | 12 | -2 | 18 | 8
COC(=O)c1ccc(N2CCN(CCNC(=O)Nc3ccc(OC)cc3)CC2)cc1 | 9 | 2 | -2 | -12 | -0.7 | 17 | 0 | 3 | -2
COc1ccc(OC)c(/C=N/NC(=O)c2[nH]ncc2Br)c1 | 3 | -2 | 2 | -2 | 4.7 | 12 | -20 | -9 | 3
CNC(=O)CSc1nnc(C(C)C)n1C | 20 | -4 | -4 | 17 | 0.0 | 1 | -1 | -3 | -7
CCc1ccc(C(=O)CN2C(=O)NC3(CCc4ccccc43)C2=O)cc1 (stereo unspecified) | 9 | -1 | 2 | -2 | 0.9 | 36 | -2 | -22 | 17
CCOc1ccc2nc(SCC(=O)NCc3ccc(S(N)(=O)=O)cc3)[nH]c2c1 | 13 | -1 | -2 | 2 | 2.2 | -6 | -8 | -12 | 4
OCc1nnn(-c2ccccc2)c1CO | 4 | -2 | 0 | -5 | -1.3 | -3 | 3 | 20 | 15
COc1ccc(CNC(=O)c2ccc(C)o2)cc1 | 16 | -5 | 2 | 0 | 2.2 | 10 | -27 | 6 | 8
CC(NC(=S)Nc1ccc(F)cc1)C(c1cccs1)N1CCOCC1 (stereo unspecified) | 4 | -4 | -1 | 0 | 0.9 | 16 | 7 | 9 | 1
C=CC[C@H](CC(=O)NCCO)C(=O)NC[C@@H](OC(=O)[C@@H](CC=C)Cc1ccc(F)cc1)c1ccccc1 | -5 | -4 | 0 | 1 | 0.2 | 16 | -3 | 26 | 1
CNC(=S)Nc1cccc(Cl)c1C | 2 | -2 | -5 | 8 | -0.4 | 2 | -9 | -1 | -8
O=C(NC(=S)Nc1ccc(O)cc1)c1cncc(Br)c1 | 41 | -1 | 3 | 24 | 2.7 | 15 | -11 | -12 | 20
COc1cc2c(cc1O)CC[C@@H]1[C@@H]2CC[C@]2(C)[C@@H](O)CC[C@@H]12 | 4 | 5 | 7 | -1 | -0.7 | 21 | 5 | 42 | 13
CCCn1c(SCC(=O)Nc2ccc(NC(=O)CC)cc2)nc2c1c(=O)n(C)c(=O)n2C | 1 | 0 | 1 | 4 | -0.4 | 11 | -8 | 1 | 3
CCN(CC)S(=O)(=O)c1cc(C(=O)OC(C)C(=O)NCc2ccco2)ccc1C (stereo unspecified) | 3 | -2 | -2 | -5 | -2.0 | 15 | -3 | -12 | 2
COc1ccc(S(=O)(=O)N2CCOCC2)cc1NC(=O)CN1C(=O)CN(C)C1=O | 2 | -1 | -2 | -8 | 1.5 | 7 | -17 | 8 | 7
Cn1cc(S(=O)(=O)N2CCCC2)cc1C(=O)NCc1ccc(Cl)cc1 | 5 | -2 | 3 | -6 | -1.2 | -12 | -3 | -8 | 2

By substructure: the entries above containing a thiophene ring, fused or not (two)
SMILES | CCR6 antagonist | APJ ag | UPR XBP1 act | CXCR6 block | UPR CHOP act | tim23-1 inh | EBI2 block | Mdm2 MdmX PPI | APJ antagonist
CC(=O)c1ccc(N2Cc3ccccc3C2=NC(=O)c2cccs2)cc1 | 14 | -3 | 2 | 2 | 3.7 | 35 | 4 | -62 | 28
CC(NC(=S)Nc1ccc(F)cc1)C(c1cccs1)N1CCOCC1 (stereo unspecified) | 4 | -4 | -1 | 0 | 0.9 | 16 | 7 | 9 | 1

New compounds follow.
SMILES | CCR6 antagonist | APJ ag | UPR XBP1 act | CXCR6 block | UPR CHOP act | tim23-1 inh | EBI2 block | Mdm2 MdmX PPI | APJ antagonist
N#C/C(=C/c1cn(CC(=O)O)c2ccccc12)c1ccc(F)cc1 | 10 | -4 | 0 | -8 | -1.2 | 14 | -4 | 1 | 8
Cc1ccc2nc(SCC(=O)Nc3cccc4ccccc34)nc(=O)n2c1 | 6 | -1 | 1 | 34 | -0.2 | 9 | 3 | -38 | 20
Cc1ccc(/C(C#N)=C\c2ccc(N3CCOCC3)o2)cc1 | 30 | -3 | 1 | 22 | 6.4 | 42 | 28 | -94 | 32
CN(C)S(=O)(=O)Oc1ccsc1C(=O)Nc1ccccc1Cl | 0 | -3 | 2 | 8 | -1.7 | -2 | 1 | 2 | 7
COC(=O)c1ccccc1NC(=O)Cn1ccnc1 | -5 | -2 | -1 | -4 | -1.3 | 3 | -6 | -5 | -14
CC(=O)Oc1ccc2c(=O)c(Oc3ccccc3)c(C)oc2c1OC(C)=O | -33 | -2 | -3 | -1 | 2.6 | -14 | -4 | -3 | -14
COc1cc([N+](=O)[O-])ccc1NC(=O)CCCOc1ccc(C)cc1 | 14 | 0 | 1 | 3 | -1.6 | 5 | -2 | -12 | -4
COc1cccc(C2C3=C(N=C4SCC(=O)N42)c2ccccc2CC3)c1OC (stereo unspecified) | 17 | -3 | 3 | -21 | -2.9 | 45 | 16 | 13 | 2
COc1ccccc1NC(=O)COC(=O)/C=C/c1ccccc1[N+](=O)[O-] | 10 | 3 | 1 | -2 | 1.9 | 34 | -4 | 8 | -14
CCCN1CCn2c3c(c4cc(Br)ccc42)CCCC31 (stereo unspecified) | 20 | -3 | -1 | 5 | 3.9 | 31 | 0 | 2 | 4
CN=C1S/C(=C\c2ccc(N3CCOCC3)c(F)c2)C(=O)N1C | 8 | -1 | 5 | -4 | 1.5 | 19 | 2 | 26 | 16
CNC(=O)c1ccc(CNC(=O)OCC(F)(F)F)cc1 | -22 | 5 | -1 | -6 | -2.3 | 16 | 3 | -19 | -18
CCN(CC)C(=O)COC(=O)C1=NN(c2cc(C)ccc2C)C(=O)CC1 | 6 | 0 | 1 | 8 | -2.4 | -6 | 9 | -8 | -5
CC1CCCC(C)N1C(=O)COC(=O)c1ccc[nH]c1=O (stereo unspecified) | -13 | 2 | 0 | 3 | 0.4 | 7 | -1 | 5 | 10
CNC(=O)/C=C1\NC(C)(C)Cc2c1ccc1ccccc21 | 43 | -9 | 4 | 32 | 1.6 | 11 | 7 | 23 | 18
CC(C)C(C(=O)NCC1CCCO1)N(C(=O)CNS(=O)(=O)c1ccccc1)c1ccc(F)cc1 (stereo unspecified) | 11 | -3 | 1 | 6 | 0.9 | 19 | 7 | 11 | 0
CCn1c(C(O)c2cccc(OC)c2OC)nc2ccccc21 (stereo unspecified) | -7 | 2 | -1 | -1 | -0.2 | 16 | -5 | 0 | 10

The list is partial (hit frequency here may not be typical).
